DNMT1 inh: DNMT1 (human) enzyme inhibition | P26358 | DNMT1 molecular beacon, Hinp1I cleavage, fluorescence | inhibition (reported as % activation of signal), % at 10 µM | 0.83% of 360,000 active | AID 588458; in the data active = inhibition above about 50%
STEP inh: inhibitors of human striatal-enriched phosphatase STEP | recombinant STEP, OMFP fluorogenic substrate, fluorescence | AID 588621 | inhibition, % at 20 µM | P54829 | 0.25% of 360,000 active;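 active = inhibition at 20 µM, scaled per plate between control wells, above about 37%, limit read from the data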;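 also: 0% = DMSO with enzyme and substrate and 100% = substrate only without enzyme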
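medium = Bis-Tris buffer pH 6.0, 2.5 mM DTT, 0.005% Tween 20 | test system = STEP (striatal-enriched tyrosine phosphatase) enzyme, cell-free | measure = normalized % inhibition | compound dosing = 20 µM, 1% DMSO | also added = 25 µM OMFP | schedule = reaction 20 min, ambient temperature | measured by = fluorescence read at 480 nm ex / 540 nm em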
Scp1 inh: inhibitors of human Scp-1 phosphatase | 0.88% of 340,000 active | Q9GZU7 | Recombinant Scp1, phosphopeptide, malachite green phosphate absorbance | inhibition, % at 20 µM;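 active = inhibition above about 50% at 20 µM, limit read from the data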;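 also: plate controls were DMSO wells with enzyme for no effect and wells lacking enzyme for full effect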
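assay system = SCP-1 phosphatase catalytic domain, residues 76-261 | buffer or medium = 50 mM Tris acetate pH 5.5, 0.005% Tween-20, 10 mM MgCl2 | incubation = enzyme reaction 45 min at room temperature, colour 5 min, stabilisation 30 min | signal = Phosphate-binding colour reagent, absorbance read at 630 nm | measure = % inhibition at 20 µM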
SKN-1 inh: blocks SKN-1 activity in C. elegans. C. elegans VP596 Pgst-4::GFP/RFP ratio, acrylamide-induced, 24 h. inhibition, % at 21.8 µM. 0.49% of 360,000 active;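 active = interference check ratio from 0.5 to 1.5 plus GFP to RFP signal ratio inhibition reaching or exceeding a fixed threshold, cut at about 30% in these data, passing the limit was not always enough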; also: some compounds called inactive have numbers as strong as hits
LMPTP block: LMPTP (human) inhibition; inhibition, % at 20 µM; P24666; AID 651560; 0.22% of 360,000 active; recombinant LMPTP-A, OMFP fluorogenic substrate, fluorescence intensity;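 active = compounds that cut the enzyme signal by at least half of the control window in the single-dose screen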;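 also: plate controls were DMSO wells with enzyme plus substrate for no effect and substrate without enzyme for full effect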
Target sequence (P24666 whole entry, looked up): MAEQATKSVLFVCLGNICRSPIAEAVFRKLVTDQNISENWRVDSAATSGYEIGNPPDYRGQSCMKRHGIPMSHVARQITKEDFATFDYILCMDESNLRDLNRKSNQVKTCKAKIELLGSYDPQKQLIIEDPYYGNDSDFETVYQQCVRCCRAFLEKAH
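Buffer or medium: Bis-Tris pH 6.0, DTT, detergent; Assay system: LMPTP-A enzyme; Quantity: 0.625 nM enzyme; Detection: endpoint fluorescence intensity; Times: 50 min dark incubation at room temperature; Controls: substrate-only low control, DMSO enzyme-plus-substrate high control; Doses: single 20 µM dose; Read-out: percent inhibition versus substrate-only and uninhibited controls; Reagent: 400 µM OMFP.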
Rpn11 block: blocks the human proteasome subunit Rpn11; human 26S proteasome, Ub4-pepOG fluorescence polarization; 20S core pre-blocked with epoxomicin; calls only at 20 µM; 0.59% of 360,000 active; AID 588493;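 active = inhibition at 20 µM, scaled to each plate's controls, above about 33%, limit read from the data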
NadD block: NadD (S. aureus) enzyme inhibition | purified NadD enzyme, colorimetric absorbance read-out | inhibition, % at 20 µM | 0.78% of 360,000 active | AID 602399; in the data active = inhibition above about 26%; also: some compounds past the cut are filed as inactive
MT1-MMP act inh: blocks activation of human MT1-MMP | P50281 | HT1080 RFP-PRO-GFP cells, GFP/RFP ratio fluorescence, overnight; percent of plate control window, DMSO zero | GFP/RFP ratio change, % at 20 µM | 0.061% of 360,000 active | AID 651647;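 active = GFP/RFP ratio change of at least 30% with cell ATP level not reduced by more than half and red fluorescence within 50% of control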; also: strong numbers were not always called active
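Assay system – RFP-PRO-GFP reporter HT1080 cells · Compound dosing – single dose of 20 µM compound, 1% DMSO final · Incubation – overnight compound exposure at 37 °C · Measure – GFP/RFP fluorescence ratio · Benchmarks – DMSO wells and RFP-L50D-GFP cells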
SUMO1-SIM PPI: SUMO1-SIM interaction modulation; P63165; SUMO1 binding to a labelled peptide, TR-FRET, 1 h; inhibition, % at 20 µM; 0.33% of 360,000 active; AID 602429; in the data active = inhibition above about 37%
CendR NRP1 mod: alters CendR peptide binding to human NRP-1; O14786; 0.85% of 360,000 active; inhibition, % at 25 µM; FAM-RPARPAR peptide binding to NRP-1, fluorescence polarization;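 active = inhibition or corrected inhibition above about 18%, plus a signal ratio from 0.5 to 1.5, limit read from the data, passing the limit was not always enough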; also: strong numbers were not always called active
Target sequence (O14786 whole entry, looked up): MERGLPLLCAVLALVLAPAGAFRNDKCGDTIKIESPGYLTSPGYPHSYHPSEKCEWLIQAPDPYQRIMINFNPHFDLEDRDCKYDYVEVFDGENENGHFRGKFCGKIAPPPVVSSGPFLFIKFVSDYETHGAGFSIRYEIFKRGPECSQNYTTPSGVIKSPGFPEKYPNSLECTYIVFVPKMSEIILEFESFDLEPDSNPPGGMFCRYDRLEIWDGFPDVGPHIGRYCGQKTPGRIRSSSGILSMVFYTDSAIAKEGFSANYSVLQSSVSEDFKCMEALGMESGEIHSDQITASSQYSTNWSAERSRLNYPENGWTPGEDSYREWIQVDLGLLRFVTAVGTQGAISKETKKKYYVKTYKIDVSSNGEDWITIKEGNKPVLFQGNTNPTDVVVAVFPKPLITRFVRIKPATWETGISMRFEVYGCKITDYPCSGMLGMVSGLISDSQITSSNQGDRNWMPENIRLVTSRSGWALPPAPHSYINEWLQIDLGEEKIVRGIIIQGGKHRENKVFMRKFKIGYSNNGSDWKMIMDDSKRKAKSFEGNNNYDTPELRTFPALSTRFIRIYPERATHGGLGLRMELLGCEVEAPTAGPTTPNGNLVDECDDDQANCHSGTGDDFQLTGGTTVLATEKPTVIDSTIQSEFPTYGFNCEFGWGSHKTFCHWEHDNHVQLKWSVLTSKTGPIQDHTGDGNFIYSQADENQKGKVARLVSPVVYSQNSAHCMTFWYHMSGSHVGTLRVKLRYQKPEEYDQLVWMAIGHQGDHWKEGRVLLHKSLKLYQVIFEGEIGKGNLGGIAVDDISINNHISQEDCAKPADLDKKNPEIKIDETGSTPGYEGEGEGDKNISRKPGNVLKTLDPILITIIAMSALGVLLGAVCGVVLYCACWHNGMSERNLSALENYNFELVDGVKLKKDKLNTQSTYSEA
Active calls of the source: *; i = inactive; · = no result given.

SMILES | DNMT1 inh | STEP inh | Scp1 inh | SKN-1 inh | LMPTP block | Rpn11 block | NadD block | MT1-MMP act inh | SUMO1-SIM PPI | CendR NRP1 mod
COc1ccc(/C=C/C(=O)Oc2cc(O)cc(O)c2)cc1 | -1 | -2 | -2 | 3 | -1.7 | i | -1 | 1 | -9 | 8
Cc1cc(NC(=O)CON=C(N)CC(=O)Nc2ccccc2Cl)ccc1Br | -4 | -1 | 1 | 27 | 0.7 | i | 4 | -3 | 12 | -7
Cn1c(SCc2ccccc2)nc(C(F)(F)F)cc1=O | 3 | 0 | -5 | -11 | 2.1 | i | 0 | -2 | 0 | 4
COc1ccc(C(=O)C[n+]2ccc3c(c2)nc(-c2ccc(OC)cc2OC)n3C)cc1 | -1 | -2 | -2 | 2 | 10 | i | -2 | -4 | -4 | 11
CC(C)=CCc1c(O)c(CC=C(C)C)c2c(c1O)C(=O)CC(c1ccc(O)cc1)O2 (configuration not stated) | -21 | -8 | -10 | 1 | 3.0 | i | 12 | 5 | 8 | -13
C=CCN1CCN(C(c2ccccc2OC)c2nnnn2C(C)(C)C)CC1 (configuration not stated) | 2 | 0 | 44 | 4 | -3.0 | i | -1 | -2 | 2 | -2
COc1ccc(S(=O)(=O)N(C)c2ccc(C(=O)NC3CCCC3)cc2)cc1 | 0 | -1 | -5 | 4 | -1.0 | i | -1 | 3 | 2 | 12
O=C(CSc1ccc(Cl)cc1)Nc1ccccc1N1CCN(C(=O)c2ccc(Cl)cc2)CC1 | -7 | 3 | -2 | 13 | 2.2 | i | -3 | -1 | 1 | -4
Cc1cc(C(=O)N[C@H](c2ccccc2)[C@@]2(C)C[C@@H]2[C@@H](C)C(=O)Nc2ccc3ccccc3c2)n(C)n1 | -16 | -1 | -6 | -2 | 3.7 | i | 0 | -2 | 7 | -8
CCOC(=O)c1c(-c2ccccc2)oc2ccc(OCC)cc12 | -1 | 3 | -6 | 12 | 4.5 | i | -8 | -3 | -1 | 4
CCC(C)C(=O)Nc1ccc([N+](=O)[O-])cc1OC (configuration not stated) | -1 | 0 | -6 | 10 | 0.1 | i | 1 | 9 | -12 | 7
COC(=O)c1sc(-c2cccs2)cc1N | 4 | 0 | -12 | -3 | 0.9 | i | -1 | 1 | -22 | 6
COc1cc(C(=O)O/N=C2/C=CC(=O)C(C)=C2C)cc(OC)c1OC | 6 | 10 | -5 | -5 | -0.7 | i | 0 | 1 | -17 | -4
C/C(=N\NC(=O)c1ccccc1O)c1cccc(NC(=O)c2ccccc2)c1 | 0 | 6 | -7 | -4 | -0.3 | i | 3 | -7 | 6 | -3
NC(c1csc(Nc2ccc(C(F)(F)F)cn2)n1)C1CCCCC1 (configuration not stated) | 0 | 4 | · | 3 | -2.2 | i | -2 | -2 | -39 | 4
Cc1cccc(C(=O)O[C@@H]2[C@H](Cc3ccccc3)NS(=O)(=O)[C@H]3C[C@@H]4C=C[C@]23O4)c1 | -10 | 0 | -4 | 4 | 0.2 | i | 6 | 0 | 2 | 4
O=C(Nc1ccc(Cl)cc1)Nc1ccc(Br)cn1 | 6 | -2 | -12 | 37* | -1.6 | i | 2 | -3 | 5 | 15
COc1ccc(NC(=O)N2CCC(Cc3ccccc3)CC2)cc1 | 15 | 2 | 10 | -4 | -1.9 | i | -1 | -6 | 11 | 8
COc1ccc(Cl)cc1NC(=O)c1cc(-c2ccc(C)cc2O)n[nH]1 | 1 | 0 | -10 | 10 | 0.6 | i | 8 | 6 | 2 | 1
COCCc1ccc(OC2(C)CCN(Cc3cccc(OC)c3OC)C2)cc1 (configuration not stated) | -1 | -2 | · | -1 | -0.5 | i | 2 | 2 | 2 | 5
CCCCOCC1CC(CC#CCN2CCCCC2)C(=O)O1 (configuration not stated) | -2 | 0 | 1 | -1 | -2.6 | i | 4 | 1 | 0 | 5
CCOc1c(C)cnc2c1c(=O)n(Cc1ccc(Cl)cc1)c(=O)n2C | 2 | 1 | 0 | 2 | 1.3 | i | -3 | -9 | 8 | 0
Cc1cc(N2CCCC2)nc2ccc(NC(=S)NCCCOC(C)C)cc12 | -5 | 1 | -7 | 6 | 14 | i | 3 | 7 | -1 | 4
CC(C)(C)C(=O)Oc1cc(N)n(S(=O)(=O)c2ccccc2)n1 | 5 | 0 | -6 | 14 | -1.2 | i | -1 | -6 | -3 | -4
CN(C)/C=N/C(=S)Nc1ccc(F)cc1 | -1 | 7 | -3 | 6 | -2.7 | i | -4 | 3 | -1 | 12

Further structures:
SMILES | DNMT1 inh | STEP inh | Scp1 inh | SKN-1 inh | LMPTP block | Rpn11 block | NadD block | MT1-MMP act inh | SUMO1-SIM PPI | CendR NRP1 mod
CCOC(=O)c1c(NC(=O)c2ccoc2C)sc(C(=O)N(C)C)c1C | 0 | -1 | -4 | 1 | 0.7 | i | 8 | -4 | 4 | 7
Cc1cc(C)n(CC(C)NCc2c(C(=O)N3CCOCC3)nc3c(C)cccn23)n1 (configuration not stated) | -2 | -2 | -8 | -2 | 2.5 | i | 0 | -5 | 8 | -6
COc1ccc(CNC(=O)CN2C(=O)COc3ccc(S(=O)(=O)N4CCCCC4)cc32)cc1 | 4 | 1 | -3 | -11 | -2.1 | i | -6 | 2 | 6 | 10
COc1ccccc1OCC(=O)NNC(=O)CCCC(=O)NNC(=O)COc1ccccc1OC | -4 | 2 | -2 | -2 | -0.5 | i | -1 | -2 | 4 | 0
CN(C)S(=O)(=O)c1cc(NC(=O)C2=COCCO2)ccc1Cl | -2 | 2 | -5 | -11 | 0.3 | i | -5 | 1 | 0 | 2
COc1ccc(CCNC(=O)c2nnn(CC(=O)Nc3ccccc3C)c2N)cc1OC | 4 | -2 | -9 | -10 | -0.2 | i | -6 | -3 | -1 | 28*
CCOC(=O)N1CCC(NC(=O)CSc2cc(=O)n(C)c3ccccc23)CC1 | -1 | -1 | 2 | -5 | -0.5 | i | 6 | 0 | -2 | 23
CCC(=O)Nc1nc(C)c(C(=O)NC2CCCCC2)s1 | -1 | 1 | -1 | -4 | 0.1 | i | 9 | 4 | -1 | -6
CN(C)c1ccc(/C=N/NC(=O)COc2ccccc2)cc1 | -2 | 14 | 29 | -1 | 0.2 | i | 2 | 0 | -7 | 15
Cc1ccc(CN(C)C(=O)c2cccc(S(=O)(=O)N3CCc4ccccc43)c2)cc1 | -4 | 2 | -7 | 4 | 2.1 | i | -3 | -5 | 6 | -6
NC(=O)c1cc[n+](Cc2ccccc2Cl)cc1 | -1 | 0 | -6 | 13 | -2.2 | i | -6 | -4 | -28 | -12
O=C1C2C3C=CC(C3)C2C(=O)N1CCc1ccccc1 (configuration not stated) | -2 | 0 | -7 | 0 | -2.7 | i | 3 | -4 | -2 | 3
CCc1ccc(C(=O)NNC(=O)c2cc(S(=O)(=O)N(C)C)ccc2N2CCCC2)cc1 | 2 | 2 | -7 | 15 | -0.5 | i | -4 | 2 | 1 | 12
CC(C)C(=O)C1=Cc2cccc([N+](=O)[O-])c2OC1N1CCOCC1 (configuration not stated) | -10 | -3 | -5 | -3 | 2.6 | i | 4 | -1 | -18 | -7
CC1(c2ccc(Cl)cc2)NC(=O)N(CC(=O)NC(=O)NCc2ccco2)C1=O (configuration not stated) | -3 | 0 | 2 | 2 | -1.7 | i | 0 | -7 | 13 | -2
CC(=O)Nc1ccc(OS(=O)(=O)c2ccc(C)cc2C)cc1 | 2 | 1 | -4 | 2 | -0.5 | i | -8 | 2 | -3 | 3
Cc1cccc(C)c1OCC(=O)NNC(=O)CCNC(=O)c1ccco1 | 2 | -2 | -4 | 8 | -1.2 | i | 0 | 2 | 3 | 8
O=C1[C@H]2[C@@H](c3ccc(F)cc3)N3C(=O)N(c4cccc(Cl)c4)C(=O)[C@@]3(Cc3ccc(Cl)cc3)[C@H]2C(=O)N1C1CCCCC1 | -5 | 2 | -11 | 25 | 1.6 | i | 25 | 0 | -2 | -3
O=S(=O)(NCCSc1nc2ccccc2o1)c1ccccc1 | -2 | -1 | -4 | 15 | 0.0 | i | 3 | 2 | -1 | -3
CNC(C)C(=O)NC(C(=O)NC(C)C(=O)Nc1cccc2ccccc12)C(C)C (configuration not stated) | -10 | 0 | · | 9 | -0.9 | i | -3 | · | -4 | 1
O=C(c1cnccn1)N1CCc2c([nH]c3ccccc23)C1c1cccc(Cl)c1 (configuration not stated) | -1 | -2 | -1 | 10 | 2.1 | i | -16 | -5 | 1 | -6
CC/C(=N\NC(=O)C1CC1)c1cccc(Cl)c1 | -1 | 0 | 3 | 2 | -0.1 | i | -6 | -3 | 5 | -2
O=C(NNC(=O)C1CC2CCC1C2)c1sc2ccccc2c1Cl (configuration not stated) | 0 | -2 | -10 | 16 | -1.6 | i | 4 | 3 | -8 | 2
COc1ccccc1-n1c(SCC(=O)Nc2cccc(C(=O)O)c2)nnc1-c1ccccc1O | 3 | 1 | -2 | 0 | -1.3 | i | 4 | -2 | 3 | -1
CC1=C(C(=O)N(C(C)C)C(C)C)CC(CC(=O)NCCCCc2ccccc2)C(=O)N1Cc1ccc(C(C)(C)C)cc1 (configuration not stated) | -33 | -1 | · | 7 | 7.3 | i | 5 | -23 | 4 | 1
O=C(CN1CCCC1)N1c2ccccc2Sc2ccc(C(F)(F)F)cc21 | 1 | 2 | -3 | -9 | -3.2 | i | -4 | 0 | 2 | 2
O=C(Cn1nnc2ccccc21)Nc1ccccc1[N+](=O)[O-] | -1 | -2 | 6 | 0 | -0.8 | i | 0 | 0 | -6 | 6
Cc1ccc(N(C(C)C(=O)Nc2ccccc2C(=O)N2CCOCC2)S(C)(=O)=O)cc1C (configuration not stated) | 2 | -6 | 1 | 10 | -3.6 | i | 3 | -1 | 1 | -10
Cn1c(CNc2ccc(Cl)cc2)nnc1SCCN1CCCCC1 | 0 | -1 | -2 | 4 | -0.3 | i | 3 | 0 | 0 | 7
Cc1ccccc1-n1nc(CSc2nc3ccccc3[nH]2)c(-c2ccccc2)c1N | -6 | 58* | -1 | 4 | 1.2 | i | 4 | 1 | 5 | -14

Sorted by number of heavy atoms (largest number first): some entries from above
SMILES | DNMT1 inh | STEP inh | Scp1 inh | SKN-1 inh | LMPTP block | Rpn11 block | NadD block | MT1-MMP act inh | SUMO1-SIM PPI | CendR NRP1 mod
COc1ccccc1-n1c(SCC(=O)Nc2cccc(C(=O)O)c2)nnc1-c1ccccc1O | 3 | 1 | -2 | 0 | -1.3 | i | 4 | -2 | 3 | -1
CC1(c2ccc(Cl)cc2)NC(=O)N(CC(=O)NC(=O)NCc2ccco2)C1=O (configuration not stated) | -3 | 0 | 2 | 2 | -1.7 | i | 0 | -7 | 13 | -2
COc1cc(C(=O)O/N=C2/C=CC(=O)C(C)=C2C)cc(OC)c1OC | 6 | 10 | -5 | -5 | -0.7 | i | 0 | 1 | -17 | -4
CCC(=O)Nc1nc(C)c(C(=O)NC2CCCCC2)s1 | -1 | 1 | -1 | -4 | 0.1 | i | 9 | 4 | -1 | -6

Screens (PubChem)
